# Lipid storage S3 = qHTS Assay for Lipid Storage Modulators in Drosophila S3 Cells. Drosophila S3 cells, BODIPY lipid droplet fluorescence, 18-24 h; cells fed with added oleic acid. lipid storage change, negative = inhibition, % at the top dose, mostly 46.1 µM; hits show Potency in µM. 320,000 tested, 0.64% active. AID 2685; active = well fitted inhibition curve with a large enough effect in the signal ratio, with a control signal flat, not every such curve was filed as active; inconclusive = small, poorly fitted or top-dose-only effect, or effect the other way, or a change in a side signal; the % refers to the signal ratio
#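 Drosophila S3 cells got compounds at several concentrations plus oleic acid (400 uM solution). Laser-scanning cytometry with 488 nm excitation read lipid droplets at 500-530 nm and cells at 575-640 nm. Percent activity was relative to 20 uM Triacsin C.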
# Lipid storage S3 cell count max = further read-out of Lipid storage S3, marked with its call; cell number change, %; measured here: cell count max response;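 cells counted by Cell Tracker Red CMTPX staining in the red channel; peak over a dose series mostly up to 46.1 µM; percent activity relative to internal control wells on each plate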
# An asterisk follows results filed as active; i = inactive; u = inconclusive; x = no result given. % is scaled to controls: 0 for no effect and ±100 for the full control effect; potency is read from the fitted curve at half-maximal effect. Only part of the results is shown; count on the stated rates, not on these rows.
SMILES,Lipid storage S3,Lipid storage S3 cell count max
CCOC(=O)c1cc[n+](CC(=O)c2ccc(F)cc2)cc1,u,x
Cc1ccc(-n2c(N)c(C(=O)N3CCOCC3)sc2=S)cc1,u,x
COCCNC(=O)c1cc2nc(-c3ccc(F)cc3)cc(C(F)(F)F)n2n1,14%,-1
COc1ccc(C)cc1S(=O)(=O)NC1CCCCC1,u,x
Cc1cccc(N2CC(C)Cn3c2nc2c3c(=O)[nH]c(=O)n2C)c1 (stereo not given),-1%,-3
CC(C)NC(=O)CN1C(=O)C(C)(C)Oc2ccc(C(=O)NC3CCCCC3)cc21,12%,1
N#Cc1nc(-c2ccco2)oc1N1CCc2ccccc2C1,u,x
CC1CCCC(NC(=O)CNC(=O)c2cccs2)C1C (stereo not given),u,x
CCn1c(SCC(=O)Nc2ccc3c(c2)OCCO3)nnc1-c1c[nH]c2ccccc12,u,x
COc1ccc(CCN2C(=O)CSC2c2ccc(OC)c(OC)c2)cc1OC (stereo not given),-1%,-14
CNS(=O)(=O)c1cccc(C(=O)OCC(=O)C23CC4CC(CC(C4)C2)C3)c1,i,-3
O=C(CSc1n[nH]c(-c2ccccc2O)n1)N1CCOCC1,6%,-15
O=[N+]([O-])c1ccccc1NCCNS(=O)(=O)c1ccc(Cl)cc1,u,x
Cc1nc2ccc(NS(=O)(=O)c3ccc(C)c(C)c3)cc2s1,u,x
O=C(O)c1ccccc1C(=O)NCC(O)COCC1CC=CCC1 (stereo not given),6%,11
C#CCOCCOCCOCCNc1nc(N2CCN(C(=O)CCCCCCCCCCNC(=O)[C@H]([C@@H](C)CC)n3cc(CCCCCN)nn3)CC2)nc(N2CCN(C(=O)CCCCCCCCCCNC(=O)[C@@H]([C@H](C)CC)n3cc(CCCCCN)nn3)CC2)n1,u,x
O=c1oc(-c2ccco2)nc2sc3c(c12)CCCC3,8%,4
CC(C)c1cc(C(=O)O)on1,u,x
O=C(Nc1cccnc1)c1cccc(S(=O)(=O)N2CCCCC2)c1,u,x
Nc1ccc(C(=O)N/N=C/c2cn(Cc3ccccc3F)c3ccccc23)cc1,u,x
O=C(Cc1ccc(F)cc1)NCCc1ccc(F)cc1,0%,-4
CCOc1ccc(NS(=O)(=O)c2ccc3c(c2)oc(=O)n3C)cc1,17%,-12
CC1=C(C#N)CCC(=O)N1Cc1ccc(C)cc1,-3%,11
NC(=O)C(=O)NN=C1CCC(c2ccccc2)CC1 (stereo not given),u,x
CC(C)N1CCC(N2CCN(Cc3cccnc3)CC2CCO)CC1 (stereo not given),11%,17
S=C(NCCCN1CCOCC1)Nc1cccc(-c2nnc3n2CCCCC3)c1,0%,9
CN(C)/C=N/c1cc(=O)[nH]c(=O)n1Cc1ccccc1,3%,4
Cc1csc(SCC(=O)NC2CCCC2)n1,5%,-6
COc1ccc(/C=N/Nc2ccc(C(=O)O)cc2)cc1OC,u,x
CCN1CCN(CCCN(Cc2ccco2)C(=S)Nc2ccccc2Cl)CC1,0%,-15
O=C(CS(=O)c1ccc(F)cc1)N1CCOCC1 (stereo not given),-3%,11
O=c1oc2ccccc2cc1NCc1ccccc1O,-1%,-9
COc1ccc(Nc2nc(NCc3ccco3)nc(N)c2[N+](=O)[O-])cc1,u,x
O=C(N/N=C/c1ccco1)c1ccc(Br)o1,6%,-13
Cc1ccc(C(=O)CCC(=O)Nc2ncccc2O)cc1,u,x
O=C(Nc1nccs1)c1ccc(CSc2nnnn2-c2ccccc2)cc1,u,x
COc1ccc(NC(=O)C2CCCN2C(=O)OCc2ccccc2)cc1 (stereo not given),-20%,22
Cc1cccc(-c2nc(CN3CCCC(C(=O)NC4CCCCC4)C3)c(C)o2)c1 (stereo not given),u,x
Cc1c(Cl)ccc(S(=O)(=O)Nc2cccnc2)c1Cl,3%,9
CCc1ccc(NC(=O)CS(=O)CC(=O)N2CCN(c3ccccc3F)CC2)cc1 (stereo not given),-10%,7
C=CCn1c(=N)n(CC(=O)c2ccc(Br)s2)c2ccccc21,7%,22
CCOC(=O)c1cc(C(C)=O)c(=O)n(C)c1N,u,x
CCC(CC)C(=O)c1c[nH]c(C(=O)NCc2ccccc2)c1,u,x
CC(=O)Oc1oc(-c2ccccc2)nc1C=Nc1ccc(N(C)C)cc1,1%,3
COc1ccc(NC(=O)c2cnc(C)cn2)c2ncccc12,-10%,12
CC(C)(C)c1cc(C(=O)N2CCc3ccccc3C2)ccn1,i,-2
O=C(CSc1ccc(-c2ccc(Br)cc2)nn1)NCC1CCCO1 (stereo not given),15%,0
O=C(N/N=C/c1ccc(Cl)c(Cl)c1)c1ccc2nc[nH]c2c1,u,x
COc1ccc(NC(=O)CCNS(=O)(=O)c2cccc3nonc23)cc1Cl,u,x
CCn1c(CSc2ncccn2)nnc1SCC(=O)N1CCCCC1,0%,4
Cc1nc(C(F)(F)F)ccc1C(=O)N1CCCCC1,-9%,7
COc1ccc2c(c1)C(=O)CC(O)(C(F)F)O2 (stereo not given),u,x
c1ccc2c(c1)nc1n2CCN1CCN1CCCC1,u,x
COc1ccc([C@H]2CC(=O)C=C(c3ccc4[nH]ccc4c3)C2)cc1OC,u,x
CCOC(=O)C1CCN(C(=O)CCc2nc3sc4c(c3c(=O)[nH]2)CCCC4)CC1,14%,12
O=C(N/N=C/c1cccnc1)c1ccc(NC(=O)C(c2ccccc2)c2ccccc2)cc1,u,x
Cc1cccc(Nc2nc(N)nc(CSc3nccn3C)n2)c1,13%,-1
O=c1nc2n(c3ccccc13)Cc1ccccc1-2,u,x
COc1ccc(C(=O)C(CN2CCOCC2)c2ccccc2)cc1 (stereo not given),u,x
Cc1cc(Sc2nc(N)ncc2[N+](=O)[O-])ncn1,u,x

# 3 compounds already listed, ordered by number of heavy atoms, largest number first:
SMILES,Lipid storage S3,Lipid storage S3 cell count max
CC(C)(C)c1cc(C(=O)N2CCc3ccccc3C2)ccn1,i,-2
Cc1cc(Sc2nc(N)ncc2[N+](=O)[O-])ncn1,u,x
COc1ccc2c(c1)C(=O)CC(O)(C(F)F)O2 (stereo not given),u,x

# The results go on:
SMILES,Lipid storage S3,Lipid storage S3 cell count max
O=C(N/N=C/C1CC2CCC1C2)c1c[nH]c2ccccc12 (stereo not given),0%,16
COc1ccc(C(=O)Nc2cccc(S(C)(=O)=O)c2)cc1OC,u,x
Cc1ccc(CNC(=O)C2CCCN(S(=O)(=O)c3cnc[nH]3)C2)cc1 (stereo not given),-2%,-12
COc1ccc(N2CCN(C(=O)C3(S(=O)(=O)c4ccc(C)cc4)CC3)CC2)cc1,u,x
COCCN(C(=S)Nc1ccccc1C)C(C)c1cccnc1 (stereo not given),u,x
CCCCCCC(=O)Nc1cc2c(C)cc(=O)oc2cc1C,u,x
O=C(Nc1ccc(N2CCCCC2)cc1)c1ccc2ccccc2n1,21%,22
COc1ccc(CN2CCC(n3nccc3NC(=O)CCCc3ccccc3)CC2)cc1C,-9%,-11
COc1ccc2oc(C(=O)OCc3c(C)noc3C)c(C)c2c1,u,x
COC(=O)Cc1ccc(NC(=O)c2cccs2)cc1,u,x
O=C(Nc1nncs1)C(Sc1ccccc1)c1ccccc1 (stereo not given),6%,4
CN(CC(=O)Nc1cccc(F)c1)C(=O)/C=C/c1ccc2ccccc2n1,u,x
N=c1oc2ccc(Br)cc2cc1C(=O)NCc1ccccc1,u,x
CCOc1ccccc1Nc1ncnc2c1cnn2-c1ccccc1,u,x
N/C(=N\NC(=O)Nc1ccccc1)c1ccccn1,u,x
COc1ccc(OC)c(-n2c(CNC3CCN(Cc4ccccc4)CC3)nc3ccccc3c2=O)c1,u,x
O=C(Nc1nnc(S(=O)(=O)N2CCOCC2)s1)c1cccc(Br)c1,u,x
CC1=NC(C(F)(F)F)(C(F)(F)F)C(C#N)=C(C)N1,u,x
CC(=O)N1CCC(C(=O)c2ccc(Cl)cc2)CC1,u,x
O=C(/C=C/c1ccccc1)Oc1ccc(C(=S)N2CCOCC2)cc1,-1%,10
COc1ccc(NC(=S)N2CCCC2)cc1,u,x
Cc1cccc(C)c1NC(=O)CN(C)C(C)C(=O)NCC(=O)Nc1ccc(F)c(F)c1F (stereo not given),u,x
O=C(Nc1cccc(Br)c1)c1ccccc1-c1ccccc1,0%,1
CC(C)(C)c1ccc(C(=O)CSc2n[nH]c(=O)[nH]c2=O)cc1,u,x
C=CCn1c2ccccc2c2nn(C)c(=S)nc21,-12%,-8
c1ccc2c(c1)OCCc1c-2[nH]c2ccccc12,u,x
CC(OC(=O)CN(C)S(=O)(=O)c1ccc(Cl)cc1)C(=O)Nc1ccc(N2CCOCC2)cc1 (stereo not given),u,x
S=c1[nH]nc(-c2cc(-c3ccco3)[nH]n2)n1-c1ccccc1Cl,u,x
CCC(C)NC(=O)C1CCC(CNS(=O)(=O)c2ccc3c(c2)CC(C)N3C(=O)C2CC2)CC1 (stereo not given),i,25
O=C(N/N=C/c1cccc(O)c1)c1cc(C2CC2)nc2ccccc12,i,-18
Cc1cc(C(=O)NCC2CCCO2)n(-c2ccccc2)n1 (stereo not given),u,x
CC1CCc2c(C(=O)N3CCN(S(=O)(=O)c4cccs4)CC3)csc2C1 (stereo not given),i,x
C=CCn1c(SCC(=O)NCCc2ccccc2)nc2c([nH]c3ccccc32)c1=O,-2%,-7
Cc1cc(NC(=O)CN2CCOCC2)n(-c2ccccc2)n1,13%,6
O=C(c1ccco1)N1CCN(Cc2nc(-c3cccs3)no2)CC1,11%,-1
CCCC(=O)NC(Nc1ccc(S(=O)(=O)Nc2cc(C)on2)cc1)(C(=O)OCC)C(F)(F)F (stereo not given),u,x
O=C(NCc1cn(-c2ccccc2)nc1-c1ccccc1)c1ccc([N+](=O)[O-])cc1,u,x
S=c1nc[nH]c2c1cnn2Cc1ccccc1,u,x
CC(Cc1c[nH]c2ccccc12)C(=O)NCc1ccco1 (stereo not given),14%,-2
CCOC(=O)Nc1cc(NC(=O)OCC)c(C)nc1C,6%,4
CC(=O)Nc1cccc(OCCCNS(=O)(=O)c2ccc(F)cc2)c1,u,x
COc1ccc(C(=O)Nc2nnc(Cc3cccs3)s2)cc1OC,-7%,0
O=C(NCc1ccccc1)C1=C[C@@H](c2ccc(Br)cc2)C[C@@H](OCc2ccc(CO)cc2)O1,-9%,-4
O=C(CCS(=O)(=O)c1ccccc1)Nc1nc2c(s1)COc1ccccc1-2,u,x
CCOc1cccc(=O)c2c(C)n(-c3ccc(C(=O)O)cc3)c(C)c12,3%,9
CCn1nc(C)c(CN2CCC(Oc3ccc(C(=O)N4CCCC4)cc3)CC2)c1C,i,x
COc1cc2cc(CCOC(=O)c3ccc(C#N)cc3)oc(=O)c2cc1OC,u,x
C/C(=N\N(C)C)C1=C(O)c2ccccc2C1=O,u,x
Cc1cccc(C(=O)Oc2c(Br)cc(Br)cc2/C=N/NC(=O)c2ccncc2)c1,u,x
O=c1[nH]nc(CSCc2ccccc2Cl)[nH]1,u,x
O=C(NCCc1c[nH]c2ccccc12)Nc1ccccc1,u,x
Cc1cc(C)nc(N2CCC(C(=O)Nc3ccc4c(c3)OCO4)CC2)n1,23%,0
NC(=O)NC(=O)C(c1ccccc1)N1CCN(S(=O)(=O)Cc2ccccc2)CC1 (stereo not given),i,-14
CCc1c(C)sc(NC(=O)CCc2ccc(OC)cc2)c1C(N)=O,u,x
c1ccc(-c2nnc(CN3CCC4(CC3)OCCO4)o2)cc1,-8%,-10
Cc1nc2ccccc2nc1N/N=C/c1ccc(O)cc1O,u,x
COCCC(=O)N1CCC(Oc2ccc(C(=O)N3CCCCCCC3)cc2)CC1,-11%,15
CCN(Cc1ccccc1)S(=O)(=O)c1c(C)n(C)c(=O)n(C)c1=O,15%,-20
O=S(=O)(Cc1nc2ccccc2s1)c1ccccc1,u,x
O=C(/C=C/c1cccc(Br)c1)c1ccc2c(c1)OCO2,u,x

# Fetched by compound from above (five):
SMILES,Lipid storage S3,Lipid storage S3 cell count max
O=C(NCCc1c[nH]c2ccccc12)Nc1ccccc1,u,x
COc1cc2cc(CCOC(=O)c3ccc(C#N)cc3)oc(=O)c2cc1OC,u,x
O=c1[nH]nc(CSCc2ccccc2Cl)[nH]1,u,x
c1ccc(-c2nnc(CN3CCC4(CC3)OCCO4)o2)cc1,-8%,-10
C/C(=N\N(C)C)C1=C(O)c2ccccc2C1=O,u,x

# Other compounds follow:
SMILES,Lipid storage S3,Lipid storage S3 cell count max
COc1ccc(CC(=O)NCCc2ccc(Cl)cc2Cl)cc1,8%,-18
CCOc1ccc2nc(NCCCNS(=O)(=O)c3ccccc3)c(C#N)cc2c1,u,x
Cc1ccc(C2=NS(=O)(=O)N(C)C(C(=O)NCc3ccco3)=C2)cc1,u,x
COc1ccc(CN2CCCC(CNC(=O)c3ccc(F)cc3)C2)cc1OC (stereo not given),u,x
O=C(Nc1nccs1)c1csc2c1CCCC2,5%,8
COc1ccc(-c2noc(CCCC(=O)NC3CCCC3)n2)cc1OC,24%,x
O=C(NCc1ccccc1)C(c1ccco1)N(C(=O)c1csnn1)c1ccccc1 (stereo not given),u,x

# From PubChem BioAssay
